TAG inh: reduces triacylglycerol accumulation in H9c2 cells; inhibition, % at 12.5 µM; 230,000 compounds, 0.66% hits; AID 651582; Nile Red lipid (TAG) fluorescence; cells loaded with 200 µM oleic acid;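 active = pattern-corrected inhibition of lipid staining of at least 50% with the nuclear-stain viability signal not falling by more than 50%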;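 also: 0% = DMSO wells and 100% = triacsin C control wells; some results filed as inactive read as strong as hits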
TAG inh DAPI viability: further read-out of TAG inh, marked with its call; DAPI nuclei signal change (viability), lower = more cytotoxic, %;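 whole-well DAPI fluorescence read on a plate reader as a viability signal; minus 50 percent equals half of cells still viable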
The depositor's hits bear a star. This is a subset (hit frequency here may not be typical).

SMILES	TAG inh	TAG inh DAPI viability
CC(=O)NC(c1ccc(F)c(F)c1)c1nc(-c2ccccc2C)cs1 (stereo not drawn)	-3	5
Cc1ccccc1NS(=O)(=O)c1ccc2oc(=O)ccc2c1	-17	-6
Cc1ccc(C)c(CSC2=NN3CCCC(=O)N=C3S2)c1	0	0
Cc1ccccc1NC(=O)CN1CCN(C(=O)c2ccco2)CC1	17	-7
Cc1cccc(C(=O)NC(C)C2CC3CCC2C3)c1 (stereo not drawn)	-21	-4
O=C(COC(=O)c1ccc2c(c1)OCO2)Nc1ccccc1	-4	3
Cc1ccccc1C(=O)NC1CC2CCCC(C1)N2Cc1ccccc1Cl (stereo not drawn)	-9	-7
CC(OC(=O)COc1ccc(C#N)cc1)C(=O)Nc1ccc(Cl)cn1 (stereo not drawn)	1	-1
O=C(COC(=O)c1n[nH]c(=O)c2ccccc12)c1ccc(Cl)cc1	-6	-2
Cn1nnnc1SCC(=O)N(C1CCCCC1)C1CCCCC1	-41	12
O=C(NCCS(=O)(=O)NCc1ccccn1)c1ccccc1	-15	-5
Cc1ccc(Nc2nc(NCc3cccs3)nc3ccsc23)c(C)c1	-9	19
O=C(COC(=O)c1cc([N+](=O)[O-])ccc1N1CCOCC1)NC1CCS(=O)(=O)C1 (stereo not drawn)	10	-6
Nc1nc(-c2ccccc2)cc(N2CCCCC2)n1	76*	-31*
Cc1ccc(-n2c3c(cc(C(=O)O)c2=O)C(=O)CC(C)(C)C3)cc1	2	-7
Cc1cc(C)nc(Sc2ccc([N+](=O)[O-])cc2[N+](=O)[O-])n1	1	-21
Cc1ccc(N(CC(=O)N2CCN(Cc3ccccc3)CC2)S(C)(=O)=O)cc1C	1	-2
CNc1ccc2ncc(-c3ccccc3NC(C)=O)n2n1	6	3
COc1cccc(-n2nc(C(=O)N3CCN(Cc4ccccc4)CC3)c3ccccc3c2=O)c1	9	-10
CS(=O)(=O)c1ccc2nc(N)sc2c1	2	-4
Cc1ccc(N2CCN(S(=O)(=O)c3ccc4c(c3)NC(=O)C(C)C(=O)N4)CC2C)cc1 (stereo not drawn)	9	-1
COc1cccc(NC(=O)Cc2ccc(C)cc2)c1	1	6
COc1ccccc1-c1ccc2c(c1)O[C@@H](CN(C)C(=O)Nc1cccc(F)c1)[C@H](C)CN([C@H](C)CO)S2(=O)=O	15	-15
NC(=O)C1CCN(c2oc(-c3cccs3)nc2S(=O)(=O)c2ccc(Cl)cc2)CC1	-3	2
CC1(C)CC(=O)C(N=Nc2ccc(S(=O)(=O)N3CCOCC3)cc2)=C(O)C1	2	6
CCC(C)N1C(=O)S/C(=C/c2ccc(N3CCOCC3)cc2C)C1=O (stereo not drawn)	20	-8
CCNC(=O)C1CC(=O)N(c2ccc(OCC)cc2)C1 (stereo not drawn)	14	8
CN(C)C(CNc1ncnc2sc3c(c12)CCCC3)c1ccco1 (stereo not drawn)	-62	14
COc1cc2oc(=O)cc(-c3cccc(-c4cccc(C)c4)c3)c2c(OC)c1OC	-25	-2
CC(=O)N1CCN(C(=O)CSc2nc3c(cnn3-c3ccccc3)c(=O)[nH]2)CC1	8	-7
Cc1ccc(C(=O)OCC(=O)N(CC(C)C)c2c(N)n(Cc3ccccc3)c(=O)[nH]c2=O)s1	-7	-11
COc1ccc(Cl)cc1Nc1ncnc2sc(C)c(S(=O)(=O)N3CCC(C)CC3)c12	-46	43
Cc1cccc(-c2nc(CN3CCCC(C(=O)NC4CCC(C)CC4)C3)c(C)o2)c1 (stereo not drawn)	9	21
C=CCN(c1ccccc1OC)S(=O)(=O)c1cccc(C(=O)OCC(=O)c2c(N)n(C)c(=O)n(C)c2=O)c1	-10	-7
Cc1cc(OCc2ccc(C(=O)n3cccn3)o2)ccc1Cl	45	-12
COc1cccc(CN2C(=O)Nc3ccccc3C(=O)N2C(C)(C)C)c1	10	-8
C#CCOCCOCCOCCNc1nc(N2CCN(C(=O)CCCCCCCCCCNC(=O)[C@H]([C@@H](C)CC)n3cc(CCCCCN)nn3)CC2)nc(N2CCN(C(=O)CCCCCCCCCCNC(=O)[C@H](CCCCN)n3cc(CCCC(=O)O)nn3)CC2)n1	-29	13
CC(=O)N1CCc2c(sc(NC(=O)C3CCCCC3)c2C(N)=O)C1	-9	14
C/C(=N\Nc1ccc(C(=O)O)cc1)c1ccc2c(c1)Nc1ccccc1S2	8	9
COc1ccc(Cl)cc1NC(=O)C1CCCO1 (stereo not drawn)	-11	-2
COc1ccc(S(=O)(=O)N2CCN(C)CC2)cc1C	-3	1
Cc1cc(/C=C2\C(=N)N3N=C(c4ccco4)SC3=NC2=O)c(C)n1Cc1ccccc1	-20	5
C=CCn1c(O)c(N=NC(=O)c2cccnc2)c2cc(Br)ccc21	3	2
Cc1ccnc(NC(=O)c2ccccc2[N+](=O)[O-])c1	6	-10
COc1ccc(CCNC(=O)CSc2nnc3ccc(-c4ccncc4)nn23)cc1	14	-11
Cc1ccc2ccccc2c1C(O)c1ncc(-c2ccccc2Cl)[nH]1 (stereo not drawn)	-19	-18
Cn1cc(S(=O)(=O)Cc2ccc(F)cc2)c2ccccc21	-4	1
CCCNC(=O)c1cc(C2CCCCN2C(=O)c2cc(C(C)(C)C)nn2C)on1 (stereo not drawn)	-22	23
COc1ccc(NC(=O)NC(c2ccccc2)c2ccccc2)c(OC)c1	-2	-4
CC(=O)c1ccc(-n2ccnc2)cc1	1	1
(listing goes on)
SMILES	TAG inh	TAG inh DAPI viability
CSc1ncccc1C(=O)Nc1nc2ccc(S(C)(=O)=O)cc2s1	7	4
CC(=O)Oc1cc(OC(C)=O)c2c(=O)c(-c3ccc4c(c3)OCCCO4)c(C)oc2c1	0	2
O=C(CC1Nc2cccc3cccc(c23)NC1=O)Nc1ccc(F)cc1 (stereo not drawn)	22	-11
CCCCN(CCCC)Cc1ccc(C(=O)NNC(=O)Nc2ccc(Cl)cc2)o1	8	-4
C=CCn1c(NCc2c[nH]c3ccccc23)nc2ccccc21	-19	10
COc1ccccc1C1=NC(c2ccc(F)cc2)N=C1C (stereo not drawn)	1	3
CCOC(=O)/C(N=O)=C(\O)C1CCN(C(=O)OCC)CC1	-1	-9
COc1ccccc1C(=O)Oc1cc(N)n(S(=O)(=O)c2ccccc2)n1	-8	8
CCOc1ccc(CN(C(=O)c2oc3cc(C)ccc3c2C)C2CCS(=O)(=O)C2)cc1 (stereo not drawn)	2	10
CC[C@@]1(C(=O)OC)N[C@H](CN(C)S(=O)(=O)c2ccc(-c3ccccc3)cc2)[C@@H]2C(=O)N(Cc3ccccc3)C(=O)[C@@H]21	14	-7
O=C(Nc1nnc(C2CC2)s1)C1CCCCN1S(=O)(=O)c1ccccc1 (stereo not drawn)	-2	-2
CCCCOC(=O)Nc1cc(C)c(Cl)cc1OC	-11	6
O=C1/C(=C/c2cccc3ccccc23)CCCc2ccccc21	-45	-7
Fc1ccc(N2CCN(C3=Nc4cccc5cccc3c45)CC2)cc1	-31	23
CCCCNC(=S)N/N=C/c1cccc(OCC)c1O	-5	0
CCC(=O)c1ccc(OCC(=O)OCC(=O)NCc2cccs2)cc1	5	3
Cc1ccc(NC(=O)c2ccnc(C(C)(C)C)c2)cc1	2	3
CCOC(=O)c1nc2cc3n(c(C)c-2c1C)C(C)C(C)=C3C (stereo not drawn)	-17	3
ON=C1c2ccccc2-c2ccc(O)cc21	5	-3
CC(C)Sc1cc(N2CCOCC2)nc(-c2ccc(Cl)cc2)n1	28	-5
CC(NC(=O)CN1C(=O)NC2(CCCCC2)C1=O)c1ccc(S(N)(=O)=O)cc1 (stereo not drawn)	-5	0
O=C(CNC(=O)c1ccco1)OCc1ccc(Br)cc1	1	0
COc1cc(N)c(Br)cc1C(=O)O	1	-5
CCCCn1c(N)c(N(CCC(C)C)C(=O)C2CCCN(C(=O)c3ccc(Cl)cc3)C2)c(=O)[nH]c1=O (stereo not drawn)	26	-17
CC(C)n1ncc2c(C(=O)NCc3ccccc3CN(C)C)cc(C3CC3)nc21	3	26
Cc1ccccc1OCc1nnc(SCC(=O)NCc2ccccc2)n1C	25	4
Cc1nc2ccccc2c2oc(C(=O)NC3CC3)cc12	12	-18
Cc1nc2c(C)c(C)c(C)c(C)c2nc1C	15	-7
C[C@@H]1CCCCO[C@@H](CN(C)Cc2ccc3c(c2)OCO3)[C@@H](C)CN([C@H](C)CO)C(=O)c2cc(N(C)C)ccc2O1	8	4
COCc1[nH][nH]c(=O)c1C=Nc1ccc(F)cc1F	-19	2
COc1ccc(C)cc1NC(=O)C1CCCCN1S(=O)(=O)c1ccccc1 (stereo not drawn)	-3	-7
Cc1nc2n[nH]c(N)c2c2c1COC(C)(C)C2	-5	-6
Cn1c(CO)cnc1SCc1ccc([N+](=O)[O-])cc1	-3	11
Cc1ccc(S(=O)(=O)Nc2cccc3c2O[C@H](CN(C)C(=O)Nc2cccc4ccccc24)[C@H](C)CN([C@H](C)CO)C3=O)cc1	7	3
COC(=O)CCC(=O)NS(=O)(=O)c1ccc(N=NN2CCOCC2)cc1	-1	3
CCC(=O)N1CCCC(C)(C(=O)NS(=O)(=O)c2ccccc2Cl)C1 (stereo not drawn)	-2	0
Cc1cc(=O)[nH]c(SCC(=O)Nc2ccnc3ccccc23)n1	10	-1
Cc1ccc(S(=O)(=O)NCC(NCc2ccc(F)cc2)c2ccccc2)cc1 (stereo not drawn)	-24	14
OCCN1CCN(CC(O)COc2ccc(Cl)cc2)CC1 (stereo not drawn)	15	0
CCC(c1nnnn1C(C)(C)CC)N(CCCO)Cc1cc2cccc(C)c2[nH]c1=O (stereo not drawn)	7	-4
O=C(CCCn1nnnc1CN1CCOCC1)N1CCC(c2ccc(F)cc2)C1 (stereo not drawn)	-12	1
CC1=C/C(=N\N=C2\NC(=O)C(CC(=O)Nc3ccccc3)S2)CC(C)(C)C1 (stereo not drawn)	-4	1
COc1cccc(NC(=O)CCNC(=O)c2ccccc2Cl)c1	1	6
Cc1ccc(S(=O)(=O)Nc2ccc(NC(=O)c3ccc(F)cc3)cc2)cc1	7	11
CC(C)Cn1c2c(c(O)c(C(=O)Nn3c(Cc4ccccc4)nc4ccccc4c3=O)c1=O)CCCC2	-8	0
CC(=O)Nc1ccc(/C=C/c2ccc3cccc([N+](=O)[O-])c3n2)cc1	4	3
O=C(CO/N=C/c1ccc(Cl)cc1Cl)NNC(=O)c1cccc(Cl)c1	-4	-11
COc1cc2c(cc1OC)CN(C(=O)CSc1nnc(C)s1)CC2	-5	-3
O=C(O)CCCc1c(-[n+]2ccccc2)[nH]c2ccccc12	12	2
CCN(C(=O)CSc1ccc2ccccc2n1)C1CCS(=O)(=O)C1 (stereo not drawn)	-2	-10

For convenience, part of the list above.
SMILES	TAG inh	TAG inh DAPI viability
Cc1ccc(S(=O)(=O)Nc2cccc3c2O[C@H](CN(C)C(=O)Nc2cccc4ccccc24)[C@H](C)CN([C@H](C)CO)C3=O)cc1	7	3
COC(=O)CCC(=O)NS(=O)(=O)c1ccc(N=NN2CCOCC2)cc1	-1	3
CCC(=O)N1CCCC(C)(C(=O)NS(=O)(=O)c2ccccc2Cl)C1 (stereo not drawn)	-2	0
Cc1cc(=O)[nH]c(SCC(=O)Nc2ccnc3ccccc23)n1	10	-1
Cc1ccc(S(=O)(=O)NCC(NCc2ccc(F)cc2)c2ccccc2)cc1 (stereo not drawn)	-24	14
OCCN1CCN(CC(O)COc2ccc(Cl)cc2)CC1 (stereo not drawn)	15	0
CCC(c1nnnn1C(C)(C)CC)N(CCCO)Cc1cc2cccc(C)c2[nH]c1=O (stereo not drawn)	7	-4
O=C(CCCn1nnnc1CN1CCOCC1)N1CCC(c2ccc(F)cc2)C1 (stereo not drawn)	-12	1
CC1=C/C(=N\N=C2\NC(=O)C(CC(=O)Nc3ccccc3)S2)CC(C)(C)C1 (stereo not drawn)	-4	1
COc1cccc(NC(=O)CCNC(=O)c2ccccc2Cl)c1	1	6
Cc1ccc(S(=O)(=O)Nc2ccc(NC(=O)c3ccc(F)cc3)cc2)cc1	7	11
CC(C)Cn1c2c(c(O)c(C(=O)Nn3c(Cc4ccccc4)nc4ccccc4c3=O)c1=O)CCCC2	-8	0
CC(=O)Nc1ccc(/C=C/c2ccc3cccc([N+](=O)[O-])c3n2)cc1	4	3
O=C(CO/N=C/c1ccc(Cl)cc1Cl)NNC(=O)c1cccc(Cl)c1	-4	-11
COc1cc2c(cc1OC)CN(C(=O)CSc1nnc(C)s1)CC2	-5	-3
O=C(O)CCCc1c(-[n+]2ccccc2)[nH]c2ccccc12	12	2
CCN(C(=O)CSc1ccc2ccccc2n1)C1CCS(=O)(=O)C1 (stereo not drawn)	-2	-10

(continued)
SMILES	TAG inh	TAG inh DAPI viability
CCN(CC)S(=O)(=O)c1ccc(O)c(C(=O)OCC(=O)N2c3ccccc3CC2C)c1 (stereo not drawn)	-8	-1
O=C(NCc1ccc(F)cc1)c1cc(C2CCCCN2S(=O)(=O)c2cccs2)on1 (stereo not drawn)	5	-8
O=c1[nH][nH]c2cc(=O)n(-c3cccc(C(F)(F)F)c3)nc12	5	2
Cc1ccc(N(C(=O)c2csnn2)C(C(=O)NC(C)(C)C)c2cccnc2)cc1 (stereo not drawn)	1	-7
COc1ccc(NC(=O)CN2CCN(S(=O)(=O)N(C)C)CC2)cc1	-4	0
COC(=O)c1c(C(=O)OC)c(C)n(Cc2cccnc2)c1C	-3	1
c1ccc(CCn2nnc3ccccc32)cc1	-1	-5
CCOC(=O)CN(C(=O)COc1nc(-c2ccccc2)cc(C)c1C#N)c1ccc(C)cc1	-9	1
Cc1nc(-c2ccc(F)cc2)c(CC(=O)N2CCN(S(=O)(=O)c3cccc(F)c3)CC2)s1	10	-4
c1ccc(C2CN3CCSC3=N2)cc1 (stereo not drawn)	-1	1
NS(=O)(=O)c1ccc(CNC(=O)c2ccc(Cl)cc2[N+](=O)[O-])cc1	4	-3
O=C(CS(=O)(=O)Cc1ccccc1)Nc1cccnc1	3	3
CCOc1ccccc1Nc1ncnc2ccccc12	-4	1
c1ccc2c(c1)ncn2CCN1CCCCC1	-7	113
N/C(=N\OC(=O)CSc1ccccc1)c1ccccn1	6	2
O=C(NNC(=O)C1CC1)c1cc(=O)[nH]c2ccccc12	-1	13
CC(=O)c1c(C)[nH]c(C(=O)Nc2cccc(S(=O)(=O)N(C)C)c2)c1C	23	-3
O=C(Nc1ccccc1-c1nnn(CC(=O)N2CCOCC2)n1)c1ccccc1F	10	10

Screens (PubChem BioAssay)
